# High-throughput results: PubChem BioAssay, National Center for Advancing Translational Sciences (NCATS)
# Tau FP inhib = qHTS for Inhibitors of Tau Fibril Formation, Fluorescence Polarization. Microtubule-associated protein tau (Homo sapiens), P10636. K18 P301L tau heparin fibrillization, Alexa594 FP, 6 h. Potency, µM (highest dose often 57.7 µM), inactives show at the top dose activity, negative = inhibition, most hits filed as inhibitors. hit rate 0.39% among 280,000. AID 1468, 2008; also: potency is read from the fitted curve at half-maximal effect; % is scaled to controls: 0 for no effect and ±100 for the full control effect; nearly all actives have a fitted effect of over 55% in size
# Target sequence (P10636 561-689 P618L limits assumed): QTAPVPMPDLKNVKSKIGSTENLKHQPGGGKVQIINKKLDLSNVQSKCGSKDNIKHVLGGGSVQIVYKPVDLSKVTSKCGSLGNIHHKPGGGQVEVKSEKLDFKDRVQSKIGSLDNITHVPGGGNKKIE
#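 Heparin (20 uM) drove fibril formation of recombinant tau K18 P301L, 15 uM unlabeled with 0.24 uM Alexa 594 label, for 6 hr at 37 C in 100 mM sodium acetate pH 7. Fluorescence polarization (555/632 nm) read 1 hr after 30 uM ThT.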
# NPSR antagonist = qHTS Assay for Antagonists of the Neuropeptide S Receptor: cAMP Signal Transduction; CHO-NPSR cells, cAMP TR-FRET, antagonist mode; Potency, µM (series often up to 38.3 µM), without a hit: top-dose activity change, negative = inhibition, usual class: inhibitors; hit rate 1% among 220,000; AID 1461, 2008; also: potency is read from the fitted curve at half-maximal effect; % is scaled to controls: 0 for no effect and ±100 for the full control effect; nearly all actives have a fitted effect of over 50% in size; many of its hits are not listed in these tables
# GLA spleen mod = qHTS Assay for Inhibitors and Activators of Human alpha-Galactosidase From Spleen Homogenate. hit rate 0.008% among 240,000. human spleen homogenate, 4MU-alpha-Gal fluorescence, 40 min. Potency, µM (highest dose often 80 µM), for inactives: at the highest dose activity change, negative = inhibition, most hits filed as inhibitors. Alpha-galactosidase A (Homo sapiens), P06280;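 also: potency is read from the fitted curve at half-maximal effect; 0% = enzyme with vehicle and -100% = no enzyme basal signal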
# Target sequence (P06280 32-429 limits assumed): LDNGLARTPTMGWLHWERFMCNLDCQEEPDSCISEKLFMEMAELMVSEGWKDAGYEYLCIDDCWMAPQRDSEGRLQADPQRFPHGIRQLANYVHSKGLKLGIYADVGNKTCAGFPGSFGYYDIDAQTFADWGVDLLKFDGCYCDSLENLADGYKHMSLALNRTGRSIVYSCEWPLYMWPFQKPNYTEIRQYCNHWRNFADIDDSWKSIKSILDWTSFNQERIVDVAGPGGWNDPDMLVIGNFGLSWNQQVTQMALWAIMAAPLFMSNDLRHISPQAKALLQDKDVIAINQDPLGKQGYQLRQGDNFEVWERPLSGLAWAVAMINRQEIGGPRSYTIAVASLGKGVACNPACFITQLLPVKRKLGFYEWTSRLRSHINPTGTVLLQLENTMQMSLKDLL
#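 Spleen homogenate 1 ug + cpd (titration) + 4-MU-alpha-D-galactopyranoside 1 mM; 37C 40 min; 50 mM citrate/phosphate pH 5.0, 0.01% Tween-20; stop pH 10; fluorescence 365/440; AC50 via Hill.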
# CBFb RUNX1 block = qHTS Assay for Compounds Blocking the Interaction Between CBF-beta and RUNX1 for the Treatment of Acute Myeloid Leukemia; AlphaScreen CBFb-His/RUNX1-biotin binding, biochemical; Potency, µM (highest dose often 59.8 µM), for the others: top-dose activity, negative = inhibition, actives largely listed as inhibitors; 230,000 tested, under 10 active; Runt-related transcription factor 1 (Homo sapiens) + Core-binding factor subunit beta …; also: % of control where 0% means no effect
#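 CBFb-His/RUNX1-biotin, 30 nM each, preincubated 20 min RT; compound 15 min RT; Ni + streptavidin beads 50 ng each, 90 min RT; AlphaScreen read.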
# TRb SRC2 PPI = qHTS for Inhibitors of the Interaction of Thyroid Hormone Receptor and Steroid Receptor Coregulator 2. Thyroid hormone receptor beta (Homo sapiens), P10828. TRbeta-SRC2 peptide binding, fluorescence polarization; receptor liganded with 1 µM T3. Potency, µM (highest dose often 106 µM), without a hit: at the top dose activity change, negative = inhibition, actives largely listed as inhibitors. hit rate 0.065% among 280,000. AID 1469, 2008;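 also: potency is read from the fitted curve at half-maximal effect; plate controls were bound peptide for no effect and peptide without receptor for full effect; nearly all actives have a fitted effect of over 50% in size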
# Target sequence (P10828 whole entry, looked up): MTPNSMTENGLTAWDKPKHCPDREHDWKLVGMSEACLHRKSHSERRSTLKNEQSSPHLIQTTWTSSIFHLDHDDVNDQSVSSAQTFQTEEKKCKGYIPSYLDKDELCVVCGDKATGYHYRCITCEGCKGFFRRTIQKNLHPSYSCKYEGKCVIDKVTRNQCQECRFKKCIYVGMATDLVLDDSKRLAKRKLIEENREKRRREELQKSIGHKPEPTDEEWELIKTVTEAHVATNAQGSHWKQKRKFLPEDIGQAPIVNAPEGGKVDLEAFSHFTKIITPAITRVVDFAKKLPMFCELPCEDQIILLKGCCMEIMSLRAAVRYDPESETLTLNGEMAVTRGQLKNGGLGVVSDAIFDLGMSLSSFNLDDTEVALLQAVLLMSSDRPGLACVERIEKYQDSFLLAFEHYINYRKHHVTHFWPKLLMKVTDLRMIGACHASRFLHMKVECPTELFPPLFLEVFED
#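 Compounds were added to 0.6 uM TRb ligand-binding domain and 20 nM Texas Red-labeled SRC2 peptide in Tris buffer containing 1 uM T3, incubated 5 hr at ambient temperature, then read by fluorescence polarization.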
# Epigenetic derep = Quantitative High-Throughput Screen for Regulators of Epigenetic Control | murine LDR cells, GFP reporter derepression, 30 h | Potency, µM (highest dose often 53.9 µM), for inactives: at the top dose GFP activation, most hits filed as activators | hit rate 0.2% among 280,000 | AID 1865, 2009; also: potency is read from the fitted curve at half-maximal effect; % of control where 0% means no effect; nearly all actives have a fitted effect of over 60% in size
#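 Readout is the number of GFP-expressing murine LDR cells, counted by cytometry following washing. Cells were treated with compound for 30 h at 37 C; the stably integrated CMV-GFP locus is normally silent.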
# TR SRC2 fluor cs = Total Fluorescence Counterscreen for Inhibitors of the Interaction of Thyroid Hormone Receptor and Steroid Receptor Coregulator 2; TRb/SRC2 Texas Red total fluorescence interference; Potency, µM (top dose mostly 106 µM), for inactives: at the highest dose fluorescence change, negative = quenching; hit rate 0.29% among 280,000; active = well fitted curve in either direction with a large enough effect; inconclusive = small, poorly fitted or top-dose-only effect; also: potency is read from the fitted curve at half-maximal effect; % is scaled to controls: 0 for no effect and ±100 for the full control effect
#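 Flags fluorescent or light-absorbing compounds by total fluorescence, S + 2P, at 555 nm excitation and 632 nm emission. Mixture: 20 nM Texas Red SRC2 peptide, 0.6 uM human TRb LBD, 1 uM T3, 5% DMSO; compound exposure 5 h at ambient temperature.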
# Tau fluor counter = Counterscreen qHTS for Inhibitors of Tau Fibril Formation, Fluorescence Polarization. tau K18 P301L Alexa594 fluorescence, heparin fibrillization. Potency, µM (top dose mostly 57.7 µM), without a hit: at the top dose activity change, negative = decrease. hit rate 0.93% among 280,000. AID 1463, 2008; also: potency is read from the fitted curve at half-maximal effect; % is scaled to controls: 0 for no effect and ±100 for the full control effect; nearly all actives have a fitted effect of over 55% in size
#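 Human tau K18 P301L (15 uM unlabeled, 0.24 uM Alexa 594-labeled) in 100 mM sodium acetate pH 7 with 20 uM heparin, 6 hr at 37 C. ThT 30 uM added, 1 hr ambient; Alexa 594 FP and total fluorescence read at 555/632 nm.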
# Numbers without * were called inactive; ? = inconclusive; . = no result given; [ ] = another dose, or the depositor's remark. Unless noted, calls follow the shape of the dose curve; as a rule, active = well fitted curve in the direction sought with a large enough effect; inconclusive = small, poorly fitted or top-dose-only effect, or another doubt; inactive = no such curve, though single readings can be large; an effect the other way counts as inactive or inconclusive. Only part of the results is shown, so the mix of outcomes need not match the whole.
nr	molecule	Tau FP inhib	NPSR antagonist	GLA spleen mod	CBFb RUNX1 block
1	COc1ccc(/C=N/Nc2ccc(C(=O)O)cc2)cc1Br	7%	-25%	3%	-5%
2	CCC(c1nnnn1Cc1cccs1)N1CCN(c2nc3ccccc3s2)CC1 (stereo not given)	2%	?	-21%	-2%
3	N#Cc1cc2c(=O)n3ccccc3nc2n(-c2nnc(SCc3ccccc3)s2)c1=O	11%	.	.	.
4	COc1cccc(C(=O)NCc2ccc(-c3nc4ccccc4s3)cc2)c1	5%	-17%[46.1 µM]	-1%	-3%
5	c1ccc2c(c1)CCN(Cc1nnnn1Cc1ccc3c(c1)OCO3)C2	-11%	-6%[46.1 µM]	4%	13%
6	CNc1ccc(/C=C2\COc3ccccc3C2=O)cc1[N+](=O)[O-]	-2%	-4%[46.1 µM]	7%	-3%
7	COc1ccc(OC2OC3COC(C)(C)OC3C(O)C2NC(C)=O)cc1 (stereo not given)	6%	2%[46.1 µM]	0%	-1%
8	CC(C)c1ccc(NC(=S)NC2CCN(Cc3ccccc3)CC2)cc1	2%	15%	4%	-2%
9	O=C(c1cccc(Oc2c(Cl)cccc2[N+](=O)[O-])c1)N1CCCCC1	13%	32%	2%	-10%
10	CC(=O)N1CCCc2cc(S(=O)(=O)N3CCC(C(=O)N(Cc4ccccc4)C(C)C)CC3)ccc21	1%	.	.	.

nr	TRb SRC2 PPI	Epigenetic derep	TR SRC2 fluor cs	Tau fluor counter
1	4%	2.5%	-10%	?
2	3%	-5.1%	1%	-16%
3	1%	-2.8%	-2%	-26%
4	-13%	2.6%	-2%	-8%
5	-16%	1.0%	-3%	-7%
6	-9%	0.7%	0%	-12%
7	0%	0.0%	-2%	1%
8	1%	0.0%	8%	-12%
9	-2%	?	-1%	-18%
10	2%	0.8%	-1%	-1%

# Further records:
nr	molecule	Tau FP inhib	NPSR antagonist	GLA spleen mod	CBFb RUNX1 block
11	CC1CCCC/C1=N\NS(=O)(=O)c1ccc(Br)cc1 (stereo not given)	-3%	-2%[46.1 µM]	-5%	1%
12	COc1ccc(CNC(=O)CSc2nnnn2-c2ccc(O)cc2)cc1	2%	4%[46.1 µM]	13%	5%
13	COc1ccc(/C=N/NC(=O)c2cccc(OC(F)(F)C(F)F)c2)cc1O	4%	-6%	-3%	-3%
14	NNc1ncnc2scc(-c3ccc(Cl)cc3)c12	-2%	10%	-15%	-7%
15	CS(=O)(=O)N1CCC(CO)(Cc2ccccc2C(F)(F)F)CC1	-7%	-56%	2%	-1%
16	CC1(C(=O)NC23CC4CC(CC(C4)C2)C3)CC1(Cl)Cl (stereo not given)	0%	-18%[46.1 µM]	2%	-8%
17	O=C(Cn1nc(-c2ccccc2)ccc1=O)NCC1COCCO1 (stereo not given)	4%	-2%[46.1 µM]	2%	3%
18	FC(F)(F)c1cccc(-n2cc(-c3ccccc3)c3c(N4CCCCC4)ncnc32)c1	1%	.	.	.
19	Cc1nc(N2CCN(C)CC2)c2sc(=S)n(-c3ccccc3)c2n1	-7%	-3%	0%	4%
20	COc1ccc(S(=O)(=O)c2nnn(-c3ccc(C)c(Cl)c3)c2C)cc1	-14%	.	.	.

nr	TRb SRC2 PPI	Epigenetic derep	TR SRC2 fluor cs	Tau fluor counter
11	2%	0.1%	-1%	-10%
12	2%	0.0%	5%	1%
13	-2%	-0.7%	-1%	-18%
14	5%	-1.8%	-3%	-25%
15	-5%	7.3%	1%	-16%
16	-7%	0.8%	-3%	7%
17	-5%	-2.0%	1%	9%
18	-9%	1.2%	0%	3%
19	1%	-1.0%	0%	-12%
20	-3%	0.0%	?	?

# The list goes on.
nr	molecule	Tau FP inhib	NPSR antagonist	GLA spleen mod	CBFb RUNX1 block
21	CC(C)(C)NC(=O)NC(=O)COC(=O)c1cc[n+]([O-])cc1	1%	9%	7%	-11%
22	Cc1nn(-c2ccccc2)c(-c2ccccc2[N+](=O)[O-])c1C(=O)O	4%	11%	-8%	10%
23	CC(CCc1ccccc1)NCC#N (stereo not given)	-1%	19%	-6%	14%
24	COc1ccc(Cl)cc1C(=O)NNC(=S)NC(=O)c1cc(-c2ccc(Cl)cc2)nc2ccccc12	6%	9%[46.1 µM]	8%	3%
25	Cc1cc(Oc2cc(N)cc([N+](=O)[O-])c2)ccc1Cl	3%	-5%	3%	-4%
26	O=C(CSc1nnc(NCc2ccccc2)s1)N1CCOCC1	5%	11%	4%	-4%
27	CNc1cc(-n2nc(C)cc2-c2ccccc2)ncn1	?	-7%[46.1 µM]	3%	-6%
28	COc1ccccc1NC(=S)N(Cc1ccc(Cl)cc1)CC1CCC(C(=O)O)CC1 (stereo not given)	1%	-34%	-9%	5%
29	NC(=S)C1COc2ccccc2O1 (stereo not given)	2%	14%	1%	3%
30	Cc1cccn2c(=O)cc(COc3cccc(NC(=O)COc4ccc(F)cc4)c3)nc12	-12%	.	.	.

nr	TRb SRC2 PPI	Epigenetic derep	TR SRC2 fluor cs	Tau fluor counter
21	1%	0.0%	0%	9%
22	9%	0.9%	-3%	-11%
23	0%	4.4%	0%	2%
24	7%	-1.2%	-1%	-12%
25	6%	3.1%	-1%	-20%
26	3%	-1.9%	0%	2%
27	-15%	0.0%	3%	7%
28	0%	-5.8%	0%	-2%
29	-2%	-4.4%	-1%	9%
30	2%	-1.0%	-1%	-21%

# Next part.
nr	molecule	Tau FP inhib	NPSR antagonist	GLA spleen mod	CBFb RUNX1 block
31	COc1ccc(Nc2ncc(C(=O)Nc3cc(Cl)c(OC)cc3OC)c3ccccc23)cc1	?	.	.	.
32	Fc1ccccc1OCCSc1nnnn1-c1ccccc1	3%	-9%[46.1 µM]	-3%	-7%
33	Cc1ccc(C)c(NC(=S)N(CCN(C)C)C(C)c2ccccn2)c1 (stereo not given)	-11%	-1%	-8%	?
34	COc1ccc2c(c1)NC(c1ccc(Cl)cc1)=NC(c1cccs1)=N2	11%	.	.	.
35	Cc1c(-n2c(SCC(=O)N(C)C3CCS(=O)(=O)C3)nc3ccccc3c2=O)c(=O)n(-c2ccccc2)n1C (stereo not given)	1%	10%	1%	11%
36	C=CCNC(=S)NNC(=O)CSc1nc2ccccc2s1	6%	-9%	2%	-6%
37	COc1ccc(CNC(=O)C2CCNCC2)cc1	0%	-8%[46.1 µM]	-1%	-2%
38	CCCNC(=O)Cn1nc(-c2ccc(C)c(C)c2)c2cnc3ccc(OC)cc3c21	-23%	.	.	.
39	CCOC(=O)c1cc(-c2ccccc2)n(CCCC(=O)Nc2ccc(C)cc2Cl)c1C	-11%	.	.	.
40	CCOC(=O)c1c(OCCO)noc1N	-11%	7%	8%	?

nr	TRb SRC2 PPI	Epigenetic derep	TR SRC2 fluor cs	Tau fluor counter
31	9%	2.5%	-2%	?
32	2%	0.0%	-3%	-3%
33	4%	-3.1%	0%	-10%
34	-5%	1.9%	0%	?
35	6%	-2.5%	-2%	0%
36	-3%	0.2%	-2%	-15%
37	6%	-0.2%	0%	0%
38	5%	2.9%	-2%	-18%
39	-1%	0.0%	-25%	-7%
40	-4%	-1.0%	0%	-3%

# Continuation:
nr	molecule	Tau FP inhib	NPSR antagonist	GLA spleen mod	CBFb RUNX1 block
41	CCc1c(OC(C)=O)c2ccccc2n(C)c1=O	11%	14%	-3%	-11%
42	O=C(O)c1ccc2c(=O)n3c(nc2c1)/C(=C/c1ccccc1C(F)(F)F)CCCC3	1%	?	-13%	-29%
43	Cc1ccccc1NC(=O)CC1SC(=Nc2ccc(O)cc2)NC1=O (stereo not given)	-4%	-5%	0%	6%
44	C=CCN1C=C2C(=O)C(C)(OC(=O)CCC(=O)OC)C(=O)C(Br)=C2C=C1c1ccc(OC)cc1 (stereo not given)	?	-16%	3%[17.5 µM]	?

nr	TRb SRC2 PPI	Epigenetic derep	TR SRC2 fluor cs	Tau fluor counter
41	4%	-3.8%	-2%	12%
42	-2%	2.3%	4%	1%
43	1%	0.0%	-2%	-20%
44	1%[11.2 µM]	3.1%	-1%[11.2 µM]	-8%[11.6 µM]
